PfHsp90 yeast 2: growth inhibition of yeast expressing Plasmodium Hsp90; S. cerevisiae expressing PfHsp90, BacTiter-Glo ATP, 48 h; yeast lacking PDR1 and PDR3 efflux regulators; inhibition, % at 9.4 µM; 310,000 compounds, 0.32% hits; AID 504621;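 active means every replicate shows inhibition above about 80%, whatever the replicate mean, limit read from the data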;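 further: 0% = DMSO neutral controls and 100% = 20 µM radicicol positive controls; yeast relying on Plasmodium falciparum Hsp90 in place of its own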
MOR-DOR inv ag: inverse agonist of human OPRM1-OPRD1 heterodimerization | inhibition, % at 9.3 µM | P35372+P41143 | 340,000 compounds, 0.21% hits | cell-based MOR-DOR heterodimer luminescence, inverse agonism | AID 504357; in the data active means inhibition above about 22%, passing the limit was not always enough;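 further: 0% = cells with DMSO and 100% = wells without cells with DMSO; values of inactives mirror those of a sister screen read the other way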
E coli growth: reduces bacterial viability in AddAB counter-screen; E. coli V3065 growth, OD600 absorbance, 18 h; inhibition, % at 11.9 µM; 330,000 compounds, 0.27% hits;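 active means inhibition above the campaign's mean inhibition across all tested compounds plus 3 SD, cut at about 9.9% in these data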;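 further: uninfected addAB+ strain grown without phage in ampicillin broth; 0% = DMSO wells and 100% = ciprofloxacin 0.95 µg/ml wells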
DSG3 Ab inh: inhibitors of pemphigus antibody binding to human desmoglein-3; DSG3-coupled beads, scFv-anti-DSG3-GFP binding, flow cytometry; stronger effect = lower value; 310,000 compounds, 0.48% hits; P32926; binding (percent of control), % at 10 µM;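 active means binding more than 3 SD below its plate's average and above zero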; further: some compounds called inactive have numbers as strong as hits
phage Ecoli inh: E. coli growth loss with phage present. growth absorbance. inhibition, % at 11.9 µM. 360,000 compounds, 0.26% hits. AID 651602; in the data active means inhibition above about 11%
HTR5A ag: activates human HTR5A in OPRM1-OPRD1 agonist counter-screen; HTR5A agonist assay, luminescence, cell-based; activation, % at 9.3 µM; 340,000 compounds, 0.61% hits; AID 504692; in the data active means activation mostly above about 9.5%, no sharp cut-off; inactive means mostly below about 7.6%;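 further: 0% = cells with vehicle only and 100% = reference agonist; strong numbers were not always called active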
Target sequence (P47898 whole entry, looked up): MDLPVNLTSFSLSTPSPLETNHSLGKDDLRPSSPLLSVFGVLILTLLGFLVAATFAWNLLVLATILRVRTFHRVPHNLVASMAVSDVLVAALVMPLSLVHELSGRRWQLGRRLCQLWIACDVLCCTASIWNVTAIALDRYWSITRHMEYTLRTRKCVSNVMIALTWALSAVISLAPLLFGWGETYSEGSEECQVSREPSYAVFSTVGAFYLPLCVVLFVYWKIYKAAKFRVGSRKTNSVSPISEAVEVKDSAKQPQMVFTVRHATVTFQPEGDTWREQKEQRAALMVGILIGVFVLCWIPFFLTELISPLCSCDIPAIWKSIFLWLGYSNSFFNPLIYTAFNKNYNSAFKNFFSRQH
MOR-DOR ag: agonists of human mu-delta opioid receptor heterodimerization | activation, % at 9.3 µM | AID 504326 | cells, OPRM1-OPRD1 heterodimerization, luminescence | 340,000 compounds, 0.3% hits; in the data active means activation above about 18%;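 further: 0% = vehicle-treated cells and 100% = reference agonist; values of inactives mirror those of a sister screen read the other way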
AddAB inh: less growth of phage-infected E. coli with AddAB. inhibition, % at 11.9 µM. 330,000 compounds, 0.29% hits. E. coli expressing H. pylori AddAB, absorbance growth; in the data active means inhibition above about 12%;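 further: 0% = vehicle wells of infected cells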
PKA-R1A activ: PKA-R1A complex activation | activation, % at 11.4 µM | P00514+P68181 | 340,000 compounds, 0.083% hits | PKA-R1A dissociation, Cy5-IP20 fluorescence polarization; scaled: DMSO 0%, 113 µM cGMP 100%;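 active means percent activation above the mean of all tested compounds plus 3 SD, cut at about 19% in these data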;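 further: higher means more PKAc released from R1A so a rise in polarization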
HTR5A inv ctr: counter-screen for OPRM1-OPRD1 inverse agonists: human HTR5A inverse agonism; P47898; HTR5A cell line, luminescence; inhibition, % at 9.3 µM; 340,000 compounds, 0.083% hits; in the data active means inhibition mostly above about 23%, no sharp cut-off; inactive means mostly below about 18%;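 further: 0% = cells with DMSO and 100% = no-cell wells with DMSO; some compounds called inactive have numbers as strong as hits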
Mot1-301 SUMO: inhibitors of SUMOylation pathway: yeast Mot1-301 growth rescue; growth rescue, % at 18.8 µM; 320,000 compounds, 1% hits; S. cerevisiae Mot1-301 growth rescue, ATP luminescence, 38.5C; percent above DMSO median, 100 means doubled; AID 2716;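 active means every valid replicate shows activation above 250% relative to neutral control wells; inactive means the rest, any valid replicate at or below 250%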;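 further: OY570 slx delta 5 strain wells were the positive control but not used for scaling; some compounds called inactive have numbers as strong as hits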
* hit, by the source's call; nt = no result given.

SMILES	PfHsp90 yeast 2	MOR-DOR inv ag	E coli growth	DSG3 Ab inh	phage Ecoli inh	HTR5A ag	MOR-DOR ag	AddAB inh	PKA-R1A activ	HTR5A inv ctr	Mot1-301 SUMO
CCCn1nnnc1NCc1cccc(OC)c1	-5	8	0.3	110	-2.2	3	-1.6	-0.3	10	-8	10
COC(=O)c1ccc(CSc2ccc3nnc(-c4ccc(OC)c(OC)c4)n3n2)o1	-44	1	-0.3	96	1.4	-4	-0.1	0.9	6	12	222
O=C(c1ccc(F)cc1)c1ccc(OCC(=O)N2CCOCC2)cc1	-9	12	2.3	nt	1.7	-2	-3.0	3.2	6	4	-9
CC(C)(C)c1cc(CCC(=O)N2CCNCC2)c(C(C)(C)C)cc1O	nt	0	-0.7	99	0.7	-4	0.1	-1.9	-10	-5	127
O=C(NCC1CCCO1)C1CCCN(S(=O)(=O)c2cccc3nsnc23)C1 (centres undefined)	10	13	-1.8	102	1.7	8	-2.4	0.5	0	-29	11
O=C(NCc1ccccc1Cl)c1cc(C(=O)C2CC2)c[nH]1	23	9	1.1	95	0.3	-1	-1.8	3.2	-1	12	-1
COc1ccc(/C=C/S(=O)(=O)NCc2ccccc2)cc1OC	1	0	-2.0	104	2.5	2	0.0	-0.2	-14	-7	-11
CS(=O)(=O)N1CCCC(C(=O)Nc2ccc3c(c2)OCCO3)C1 (centres undefined)	11	17	0.2	104	1.8	2	-3.5	-0.5	-2	-9	135
O=C(NCCCN1CCOCC1)c1cc(-c2ccc(F)cc2)nc2ccccc12	8	-3	-1.0	nt	-0.1	-4	0.9	2.1	6	11	6
COc1cccc(CNS(=O)(=O)c2cc(CN3C(=O)c4cccnc4C3=O)ccc2OC)c1	-10	15	-1.9	97	1.2	2	-2.9	0.5	-9	-7	-12
Cc1cc(C)n2nc(C(=O)NCc3ccco3)nc2n1	-10	18	-3.0	nt	0.2	5	-3.9	4.2	0	6	-2
c1ccc(NC2=NCCN2CCC2CCCCC2)cc1	-1	10	0.2	107	0.9	2	-2.1	4.2	-1	1	-1
CC(/C=N/NC(=O)c1ccncc1)=C\c1ccc(C(C)C)cc1	2	4	-0.7	nt	2.1	3	-0.8	2.8	-6	2	23
CN1CCN(c2ccc(NC(=S)NC(=O)c3cccc4c(Cl)cccc34)cc2)CC1	-4	11	1.4	107	0.6	5	-2.1	0.0	1	-4	1
O=C(CCCCCNC(=O)c1ccccc1Br)N=Nc1c(O)[nH]c2ccccc12	-98	4	1.8	93	-0.9	-1	-0.8	0.2	-1	-4	9
CC(C)Oc1ccc(C(=O)O)cc1	2	14	-1.2	95	-0.5	-1	-2.8	-3.0	-1	3	2
Nn1c(SCc2cn3ccccc3n2)nnc1-c1ccncc1	-6	6	1.8	102	1.1	-4	-1.3	2.2	5	9	6
COC(=O)C(CCSC)NC(=O)CNS(=O)(=O)c1ccc(Cl)cc1 (centres undefined)	nt	9	-0.2	103	1.9	-3	-1.5	-1.5	-2	5	7
CC(=O)c1cnc2nc(C(F)(F)F)nn2c1C	-2	18	-0.6	114	0.6	-2	-4.1	6.2	2	3	-11
COCCNC(=O)CN1C(=O)CSc2ncccc21	-6	10	-0.1	100	1.8	0	-2.0	5.1	-1	-1	5
COc1ccc(NC(=O)CCCSc2ccccc2)cc1S(N)(=O)=O	-13	-4	-1.4	99	1.7	4	0.8	-1.7	4	-3	-4
CS(=O)(=O)N1CCSC1c1ccc(Br)cc1 (centres undefined)	4	3	0.6	87	1.4	0	-0.5	-0.5	-5	0	0
CCOC(=O)N1CCN(S(=O)(=O)c2ccc(C(=O)Nc3nnc(C)o3)cc2)CC1	12	2	1.2	118	2.3	10	-0.3	2.0	-6	-26	-5
CCc1nc2sccc2c(=O)[nH]1	-17	12	1.3	101	1.2	-3	-2.2	-0.2	-10	-21	-3
CCOc1ccc(NC(=S)NCc2ccco2)cc1	1	6	-0.7	101	3.3	3	-1.1	2.5	-9	-8	-15
O=S(=O)(N/N=C/c1ccc(N2CCOCC2)cc1)c1ccc(Br)cc1	-39	3	2.8	92	-0.5	0	-0.6	1.8	6	7	2
O=C(NCc1ccco1)c1cc2ccccc2o1	6	8	3.4	107	3.9	0	-1.5	5.0	-4	0	-4
Cc1ccc(SCC(=O)NC2CC3CCC(C2)N3C)cc1 (centres undefined)	-5	6	-3.5	105	-0.4	3	-1.2	0.4	4	34	332
O=C(COc1ccccc1O)NC1CCCC1	-6	7	nt	97	1.2	-1	-1.4	nt	3	1	nt
Cc1onc(-c2ccccc2)c1C(=O)Oc1cccnc1	-10	15	1.1	97	1.5	-3	-3.3	2.1	-4	-16	-27
CC(=O)c1ccc(Cc2ccc(C(C)=O)cc2)cc1	-12	23	2.9	87	4.0	-3	-4.7	3.9	1	20	4
CCC(OC(=O)CN1C(=O)C(=O)c2ccccc21)C(=O)Nc1ccccc1OC (centres undefined)	-8	49*	nt	99	0.9	-8	-6.1	nt	1	23*	nt
Cc1ccc(S(=O)(=O)NCC(=O)N(CC(=O)NCC2CCCO2)c2cccc(F)c2)cc1 (centres undefined)	1	15	-0.4	94	0.4	-2	-2.3	0.5	-3	-9	-4
Cc1ccc(NC(=O)COC(=O)Cc2ccsc2)cc1S(=O)(=O)N(C)C	39	0	0.4	104	2.0	0	0.0	2.2	4	0	-2
COc1ccc(C(=O)C2CCCN(S(=O)(=O)c3cccnc3)C2)c(C)c1 (centres undefined)	10	10	3.3	100	0.4	7	-1.9	-0.2	-9	-11	-15
CN1CCN(c2ccccc2NC(=O)c2ccc([N+](=O)[O-])o2)CC1	-3	-42	25*	102	nt	1	6.0	27*	-6	-32	-10
Cc1ccc(C)c(N=C2NC(=O)CS2)c1	-24	4	1.3	98	-0.8	-5	-0.7	3.3	-4	-15	13
COc1ccc(C2c3c(ccc4ccccc34)Oc3ncn4nc(-c5ccco5)nc4c32)cc1 (centres undefined)	8	-3	1.7	100	2.5	0	0.5	1.4	-5	24	178
CCOP(=O)(OCC)C(Nc1ccccc1)c1cccnc1 (centres undefined)	-16	13	-0.3	111	3.2	6	-2.5	4.0	6	0	-15
CCc1ccc(C(=O)CN2C(=O)C(C)N(c3ccc(C)cc3)C2=O)cc1 (centres undefined)	-25	-6	1.1	100	2.2	2	1.2	-2.2	2	-6	2

Marked active in AddAB inh, of those listed so far:
smiles | MOR-DOR inv ag | DSG3 Ab inh | phage Ecoli inh | MOR-DOR ag | AddAB inh | PKA-R1A activ | Mot1-301 SUMO
CN1CCN(c2ccccc2NC(=O)c2ccc([N+](=O)[O-])o2)CC1 | -42 | 102 | nt | 6.0 | 27* | -6 | -10

More entries.
SMILES	PfHsp90 yeast 2	MOR-DOR inv ag	E coli growth	DSG3 Ab inh	phage Ecoli inh	HTR5A ag	MOR-DOR ag	AddAB inh	PKA-R1A activ	HTR5A inv ctr	Mot1-301 SUMO
CCOC(=O)c1c(CC(C)C)csc1NC(=O)c1ccccc1C(=O)O	-51	10	-1.4	99	2.9	6	-2.0	4.2	14	-17	1
O=C(CSc1nnnn1-c1ccc(F)cc1)Nc1nc2ccccc2s1	-109	-70	-0.2	89	4.2	0	12	1.0	12	-19	-11
CCn1c(C)nnc1SCC(=O)Nc1ccc(N2CCOCC2)cc1	3	7	-0.3	nt	1.6	-4	-1.4	0.8	12	-13	1
O=C(NCCc1ccccc1C(F)(F)F)C1CCC(=O)N(C2CC2)C1 (centres undefined)	8	9	0.3	nt	2.2	-2	-1.6	-0.9	-5	1	1
c1cc2c3c(cccc3c1)NN=N2	-33	-11	nt	95	1.9	2	2.5	nt	1	-9	nt
CCOC(=O)C1CCN(C(=O)Cn2nc(C)n3c(cc4cc(F)ccc43)c2=O)CC1	-26	-1	-3.3	107	0.8	-2	0.3	3.2	5	12	15
COc1ccc(-n2nc3c(c2NC(=O)COc2ccccc2)CS(=O)C3)cc1 (centres undefined)	20	10	-0.8	nt	0.4	4	-1.9	-0.8	3	-19	1
Cc1nn(CC(=O)O)c(C)c1NC(=O)c1cccs1	-5	4	-1.0	104	3.9	6	-0.8	2.4	2	-8	nt
CC1CCN(CC(O)COc2ccc(OCC(O)CN3CCC(C)CC3)cc2)CC1 (centres undefined)	-13	3	-0.2	107	0.8	8	-0.5	-0.5	4	-2	15
O=C(CSc1nccn(-c2ccc(Br)cc2)c1=O)NCc1ccccc1	1	9	-2.1	125	2.6	-2	-1.7	0.2	-2	5	-8
Cc1cc(C(=O)Nc2ccc(Br)cc2)c2ccccc2n1	0	4	-0.6	105	2.6	3	-1.0	0.0	-4	-11	4
Cn1cccc1C(=O)NC(=O)COC(=O)c1ccc(S(C)(=O)=O)c([N+](=O)[O-])c1	-5	-25	0.5	91	nt	-4	4.9	0.3	-5	14	7
CCCC(=O)Nc1ccc(Cl)c(NC(=O)CC)c1	-25	-1	-0.3	99	0.7	3	0.2	3.2	9	3	2
Cc1nn(Cc2cccc(F)c2)c(C)c1NC(=O)c1ccc(COc2ccccc2Cl)cc1	14	-4	5.0	100	5.1	4	0.7	5.1	-15	14	-17
NNC(=O)Cn1nc2n(c1=O)-c1ccccc1SC2	-8	8	-0.9	112	-2.1	-4	-1.6	-0.9	-5	-6	4
COc1ccc(CCNC(=O)c2c(O)c3c([nH]c2=O)CCCC3)cc1OC	-25	-9	-0.2	79	0.0	-2	1.5	3.4	4	4	58
COc1ccc(-n2c(SCC(=O)O)nc3sc4c(c3c2=O)CCC4)cc1	1	11	-0.6	99	5.2	3	-2.1	3.4	4	-9	-2
O=C(Nc1ccccc1)Nc1ccc(Br)c(Cl)c1	-14	-39	7.3	114	12*	5	7.2	6.8	3	-31	9
O=C(NNc1c(F)c(F)cc(F)c1F)c1cc2ccccc2oc1=O	-9	3	-1.2	nt	3.6	-6	-0.8	-2.7	-9	16	5
Cc1oc(-c2cccc(Cl)c2)nc1CS(=O)(=O)CC(=O)NCCCN1CCOCC1	9	6	0.9	100	1.3	-1	-0.9	-0.8	-4	-5	21
O=C(CSC(=S)N1CCCC1)NCC(=O)Nc1ccc(F)c(F)c1	1	-1	1.9	106	2.9	6	0.2	-1.2	4	-15	-22
CN(Cc1ccccc1)C(=O)c1nc2ccccn2c1CNCCCOc1cccnc1	-8	17	-1.2	91	-0.6	-2	-3.2	0.1	1	-2	-14
CCC(=O)c1cn(CC(=O)Nc2cc(C)ccc2C)c2ccccc12	6	1	2.2	104	5.7	-2	-0.1	6.3	-9	9	-10
COc1ccc(CCNC(=O)COC(=O)c2cccn2C)cc1	nt	19	-1.6	94	3.0	-4	-3.6	1.4	2	15	nt
O=C(Nc1ccc(-c2cn3ccccc3n2)cc1)c1ccc(Cl)cc1	-27	-28	0.1	106	0.6	7	6.7	1.3	1	-17	13
CC(=O)NC1C(O)OC(CO)C(O)C1O (centres undefined)	-13	9	2.6	93	2.9	8	-1.7	1.4	6	-36	2

Taken from above:
Reading of `CCCC(=O)Nc1ccc(Cl)c(NC(=O)CC)c1` in PKA-R1A activ: 9
Reading of `CCOP(=O)(OCC)C(Nc1ccccc1)c1cccnc1` (centres undefined) in MOR-DOR inv ag: 13

Assay outcomes as filed in PubChem BioAssay.
